# ELG1 DNA repair = qHTS screen for small molecules that inhibit ELG1-dependent DNA repair in human embryonic kidney (HEK293T) cells expressing luciferase-tagged ELG1. HEK293T ELG1-luciferase reporter, luminescence, 16 h; DNA damage induced by 5-fluorouridine. actives 2.3% (n = 330,000). Potency, µM (series often up to 46.1 µM), inactives show top-dose activity change, negative = inhibition, usual class: inhibitors; note: potency is the fitted concentration of half-maximal effect; % is set by controls: 0 for no effect and ±100 for the full control effect; nearly all actives have a fitted effect of over 55% in size
#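 Quantitative HTS, concentration-response format. 2,000 cells/well co-treated with 5-fluorouridine and compound, 16 hr in 5% CO2 at 37 °C; ONE-Glo luminescence read after 30 min.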
# FLuc modulator = qHTS profiling assay for firefly luciferase inhibitor/activator using purifed enzyme and Km concentrations of substrates (counterscreen for miR-21 project). purified FLuc, Km substrates, luminescence inhibition. actives 6.9% (n = 360,000). Potency, µM (doses to about 57.5 µM), for the others: at the top dose activity change, negative = inhibition, usual class: inhibitors. Luciferin 4-monooxygenase (Photinus pyralis), P08659. AID 588342, 2011;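 note: potency is the fitted concentration of half-maximal effect; plate controls were vehicle for no effect and reference inhibitor for full effect; nearly all actives have a fitted effect of over 55% in size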
#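 Biochemical qHTS of compounds, final roughly 60 µM downward over six points, against 10 nM purified firefly luciferase using Km concentrations of substrates (10 uM D-luciferin, 10 uM ATP) in Tris acetate pH 7.5 buffer; luminescence output.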
# TRPV1 ag = HTS Assay for Compounds that Act as Agonists of the Vanilloid Receptor 1; TRPV1-expressing cells, Fluo-8 calcium influx, agonist mode; activation, % at 8.33 µM; actives 0.19% (n = 320,000); AID 540275, 2011; in the data active = activation above about 80%; inconclusive = between about 30% and that limit; note: 0% is about no effect
# Target sequence (Q8NER1 whole entry, looked up): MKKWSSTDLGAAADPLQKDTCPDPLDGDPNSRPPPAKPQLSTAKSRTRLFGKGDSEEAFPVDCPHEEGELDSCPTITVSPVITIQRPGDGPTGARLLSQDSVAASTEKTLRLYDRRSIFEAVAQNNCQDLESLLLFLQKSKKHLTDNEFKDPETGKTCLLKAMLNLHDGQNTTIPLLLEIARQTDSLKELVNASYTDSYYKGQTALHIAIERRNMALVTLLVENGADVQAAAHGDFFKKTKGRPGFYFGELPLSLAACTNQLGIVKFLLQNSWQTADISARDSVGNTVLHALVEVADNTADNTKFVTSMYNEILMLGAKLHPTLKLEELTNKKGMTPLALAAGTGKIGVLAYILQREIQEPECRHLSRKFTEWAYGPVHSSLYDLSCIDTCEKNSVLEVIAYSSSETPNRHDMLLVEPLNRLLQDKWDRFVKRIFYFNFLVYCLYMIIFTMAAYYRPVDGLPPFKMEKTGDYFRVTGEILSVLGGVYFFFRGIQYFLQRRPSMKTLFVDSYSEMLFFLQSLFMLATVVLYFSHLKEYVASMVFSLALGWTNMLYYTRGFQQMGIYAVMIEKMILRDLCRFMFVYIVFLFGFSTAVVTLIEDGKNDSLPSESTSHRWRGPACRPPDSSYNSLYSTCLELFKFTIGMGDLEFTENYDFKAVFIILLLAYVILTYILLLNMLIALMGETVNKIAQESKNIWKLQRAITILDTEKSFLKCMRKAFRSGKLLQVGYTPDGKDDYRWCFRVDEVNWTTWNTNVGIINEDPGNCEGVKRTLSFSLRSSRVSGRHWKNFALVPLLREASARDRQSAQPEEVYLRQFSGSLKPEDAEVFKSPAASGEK
#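 Fluo-8 calcium influx in TRPV1-expressing cells, kinetic read (ex 480/em 520 nm). Compound added and read 3 min for agonist activity, followed by capsaicin at EC20 final and 2 min further read for enhancement.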
# Rab9 prom act = qHTS Assay for Rab9 Promoter Activators; actives 2.8% (n = 320,000); Potency, µM (doses to about 9.22 µM), for the others: top-dose activation, negative = inhibition, hits mostly activators; Huh7 Rab9 promoter-luciferase reporter, luminescence, 24 h; note: potency is the fitted concentration of half-maximal effect; % of control where 0% means no effect; nearly all actives have a fitted effect of over 60% in size
#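 Cells were plated at 1500 per well in reduced-serum medium with 10% FBS and left 2 h. Compound in DMSO was then added for 24 h at 37 °C. Reporter signal was read by luminescence after 10 min with luciferase detection reagent.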
# RORgamma inh = qHTS for inhibitors of ROR gamma transcriptional activity; Nuclear receptor ROR-gamma (Mus musculus), P51450; Drosophila S2 Gal4-RORgamma UAS-luciferase reporter, 20 h; Potency, µM (top dose mostly 53.6 µM), inactives show top-dose activity change, negative = inhibition, most hits filed as inhibitors; actives 5.4% (n = 310,000); note: potency is the fitted concentration of half-maximal effect; % is set by controls: 0 for no effect and ±100 for the full control effect; nearly all actives have a fitted effect of over 60% in size
#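 Stable Schneider cell line, Gal4 DNA-binding domain fused to ROR gamma, UAS-luciferase. Cmpd 1 hr RT → CuSO4 700 uM final → 20 hr RT → luciferase reagent 10 min → luminescence.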
# BRCA1 expr up = qHTS Assay to Identify Small Molecule Activators of BRCA1 Expression. actives 1.1% (n = 380,000). Potency, µM (series often up to 46.1 µM), inactives show at the top dose activation, actives largely listed as activators. MCF7-BRCA1-FFLuc reporter, luminescence, 48 h; response scale: scaled: vehicle 0%, 10 µM genistein 100%. AID 624202, 2012; note: potency is the fitted concentration of half-maximal effect; nearly all actives have a fitted effect of over 80% in size; some results filed as inactive show a strong effect at the top dose
#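 First, MCF7-BRCA1-FFLuc cells (2000/well) attach for 2 h; next, compounds are pin-added and incubated 48 h at 37 °C; finally, luciferase reagent is added and luminescence read after 15 min.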
# NPC1 promoter act = qHTS Assay for NPC1 Promoter Activators; Potency, µM (titrated, usually from 9.22 µM), for inactives: at the highest dose activation, most hits filed as activators; AID 485313, 2010; actives 2.4% (n = 320,000); Huh7 NPC1 promoter luciferase reporter, 24 h;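 note: potency is the fitted concentration of half-maximal effect; % of control where 0% means no effect; nearly all actives have a fitted effect of over 60% in size; reporter is driven by a mutant NPC1 promoter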
#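 Stable NPC1-promoter luciferase Huh7 line; cpd (DMSO) 24 h, 37 °C, 5% CO2; Amplite luciferase reagent 10 min RT; luminescence readout. qHTS format.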
# p53 reactivation = qHTS assay for re-activators of p53 using a Luc reporter. actives 0.063% (n = 320,000). Potency, µM (highest dose often 92.2 µM), inactives show at the top dose activity change, positive = activation, most hits filed as activators. H1299 p53-A138V BP100-luciferase reporter, luminescence, 24 h; note: potency is the fitted concentration of half-maximal effect; % of control where 0% means no effect; nearly all actives have a fitted effect of over 45% in size
#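 p53-null H1299 cells stably carrying temperature-sensitive p53-A138V and a BP100-luciferase reporter were pinned with compounds (4-point, 1:5 series) and held 24 hrs at 37 deg C. Luminescence was read 10 min after detection reagent.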
# Gal4-VP16 FLuc = VP16 counterscreen qHTS for inhibitors of ROR gamma transcriptional activity | Potency, µM (series often up to 53.6 µM), for the others: top-dose activity, negative = inhibition, most hits filed as inhibitors | Drosophila S2 Gal4-VP16 UAS-luciferase, luminescence, 20 h | actives 3.5% (n = 310,000) | AID 2546, 2010;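 note: Gal4-VP16 expression switched on by copper sulfate through the metallothionein promoter; potency is the fitted concentration of half-maximal effect; % is set by controls: 0 for no effect and ±100 for the full control effect; nearly all actives have a fitted effect of over 50% in size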
# ELG1 genotoxic = qHTS screen for small molecules that induce genotoxicity in human embryonic kidney (HEK293T) cells expressing luciferase-tagged ELG1; actives 1.3% (n = 330,000); Potency, µM (top dose mostly 46 µM), inactives show top-dose activity change, positive = activation, usual class: activators; HEK293T ELG1-luciferase reporter, luminescence, 16 h; note: potency is the fitted concentration of half-maximal effect; % of control where 0% means no effect; nearly all actives have a fitted effect of over 60% in size
#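 Screening used a luciferase reporter fused to human ELG1 in HEK293T cells. Luminescence was read on a CCD plate imager after 16 hr exposure and 30 min ONE-Glo incubation.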
# Tb PFK block = qHTS Assay to Find Inhibitors of T. brucei phosphofructokinase. ATP-dependent 6-phosphofructokinase (Trypanosoma brucei brucei), O15648. T. brucei PFK, ADP-Glo luminescence. Potency, µM (doses to about 57.5 µM), without a hit: at the highest dose activity, negative = inhibition, usual class: inhibitors. actives 0.17% (n = 330,000);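 note: potency is the fitted concentration of half-maximal effect; 0% = uninhibited 1x PFK enzyme wells and -100% = no-enzyme wells; nearly all actives have a fitted effect of over 60% in size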
#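 Activity is normalized to no-enzyme wells (full inhibition) and 1.25 nM enzyme wells (no inhibition). Reaction: 0.5 mM F6P, 0.1 mM ATP, 45 min RT, ADP-Glo luminescence; concentration-response curves fitted and classed by quality.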
# * hit, by the source's call; ? = inconclusive; nt = not tested or not shown; [ ] = another dose, or the depositor's remark. Unless noted, calls come from the whole dose curve; as a rule, active = well fitted curve in the direction sought with a large enough effect; inconclusive = small, poorly fitted or top-dose-only effect, or another doubt; inactive = no such curve, though single readings can be large; an effect the other way counts as inactive or inconclusive.
smiles	ELG1 DNA repair	FLuc modulator	TRPV1 ag	Rab9 prom act	RORgamma inh	BRCA1 expr up	NPC1 promoter act	p53 reactivation	Gal4-VP16 FLuc	ELG1 genotoxic	Tb PFK block
Cc1cccc(CCN=c2c([N+](=O)[O-])nn(-c3ccccc3)n2O)c1	-3%	1%	2	-2%	-25%	1%	5%	?	0%	0%	1%
Cc1c(OC(C)C(=O)NCc2ccccn2)ccc2c3c(c(=O)oc12)CCCC3 (centres undefined)	?	-3%	6	1%	40%	-5%	0%	-8%	-21%	-22%	3%
CC1CCN(C(=O)c2ccc3ccccc3c2)CC1	?	12µM*	8	2.5µM*	nt	2.5µM*	3.5µM*	nt	nt	?	-6%
Cc1csc(NC(=O)CN(C)S(=O)(=O)c2cccc3cccnc23)n1	-1%	-1%	0	12%	-37%	-19%	0%	-2%	-16%	1%	3%
CC[n+]1c(/C=C/c2cc([N+](=O)[O-])ccc2O)ccc2ccccc21	-16%	-15%	0	-7%	33%	9%	-2%	6%	3%	0%	0%
C/C(N)=C(/C#N)C(=O)CSc1nc(-c2ccccc2)c(-c2ccccc2)o1	2%	-1%	24	-1%	?	-47%	1%	-1%	-15%	-1%	2%
Cc1ccc2c(c1)C(c1ccccc1)N(C(=O)c1cccc([N+](=O)[O-])c1)CC(=O)N2 (centres undefined)	13µM*	-1%	4	-3%	46%	-30%	-5%	-4%	-8%	-12%	4%
O=C(Cc1ccc(Cl)cc1)Nc1ccc(N2CCN(C(=O)c3ccco3)CC2)c(Cl)c1	13µM*	-5%	-2	2%	?	-67%	-5%	-5%	-12%	-8%	-19%
c1csc(-c2cnc3n2CCCC3)c1	-26%	1%	-3	1%	?	0%	8%	0%	1%	-4%	4%
CCOc1cc(C2NC(=S)NC(C)=C2C(=O)Nc2ccccc2)ccc1O (centres undefined)	-6%	-2%	-2	0%	-2%	-9%	-4%	-2%	-8%	1%	-8%
COc1ccc([N+](=O)[O-])cc1NC(=O)CSCc1ccccc1	-9%	0%	23	-1%	?	-31%	-2%	-19%	-7%	-2%	1%
O=C1CN(S(=O)(=O)c2ccc(Cl)cc2C(F)(F)F)CCN1	-1%	-1%	4	?	-15%	-8%	0%	3%	-9%	2%	0%

# 2 entries from above, with two lines to a compound:
# Results follow in this order: ELG1 DNA repair, FLuc modulator, TRPV1 ag, Rab9 prom act, RORgamma inh, BRCA1 expr up, NPC1 promoter act, p53 reactivation, Gal4-VP16 FLuc, ELG1 genotoxic, Tb PFK block
> Cc1cccc(CCN=c2c([N+](=O)[O-])nn(-c3ccccc3)n2O)c1
  -3%, 1%, 2, -2%, -25%, 1%, 5%, ?, 0%, 0%, 1%
> Cc1c(OC(C)C(=O)NCc2ccccn2)ccc2c3c(c(=O)oc12)CCCC3 (centres undefined)
  ?, -3%, 6, 1%, 40%, -5%, 0%, -8%, -21%, -22%, 3%

# More compounds.
smiles	ELG1 DNA repair	FLuc modulator	TRPV1 ag	Rab9 prom act	RORgamma inh	BRCA1 expr up	NPC1 promoter act	p53 reactivation	Gal4-VP16 FLuc	ELG1 genotoxic	Tb PFK block
Cc1ccc(-c2nnn(CC(=O)NC(=O)NC3CCCCC3)n2)cc1	-13%	6%	-2	0%	nt	-5%	-2%	-7%	nt	-3%	-1%
Cc1[nH]c2ccccc2c1C(=O)CSc1nc2ccccc2c(=O)n1-c1ccccc1F	-5%	-3%	2	-4%	-9%	nt	-4%	0%	3%	1%	-2%
C#CCOC(=O)C[N+](C)(C)C/C=C/c1ccccc1	6%	0%	-1	-1%	7%	55%	2%	0%	8%	1%	-9%
CCOC(=O)N1CCN(C(=O)COC(=O)c2cccc(C)c2[N+](=O)[O-])CC1	25%	?	1	-4%	nt	8%	-5%	13%	nt	1%	1%
C=C(C)C(=O)Nc1cccc(C2=NOC3(C2)C[C@H](C(N)=O)N(C(=O)/C=C/C)C3)c1 (some centres undefined)	-1%	1%	7	-14%	-2%	7%	-2%	?	-6%	2%	?
Cc1cc(NC(=O)COC(=O)c2ccc(NS(=O)(=O)c3ccc(C)c(C)c3)cc2)no1	-15%	-2%	8	-2%	33%	0%	10%	8%	-4%	-5%	1%
COc1cccc(N2CC(C(=O)Nc3nnc(SCC(=O)N4CCOCC4)s3)CC2=O)c1 (centres undefined)	0%	0%	-2	9%	-2%	-6%	3%	-1%	-1%	3%	0%
CCOC(=O)c1c(NC(=O)COc2cccc3c2CCN(C)C3=O)sc2c1CCC2	18µM*	-5%	13	-5%	-29%	-60%	-3%	-9%	?	-14%	9%
COc1ccccc1N1CCN(CC(O)c2c(C)[nH]c3ccccc23)CC1 (centres undefined)	3%	-1%	2	-5%	17%	-2%	-5%	-14%	6%	-2%	1%
COc1ccc2[nH]c3c(NCCN(C(C)C)C(C)C)ncnc3c2c1	-6%	3%	-2	3%	-32%	-16%	1%	1%	3%	-3%	-2%
O=C(c1nc2nc(-c3cccs3)cc(C(F)(F)F)n2n1)N1CCN(Cc2ccccc2)CC1	-30%	3%	0	-11%	40%	-19%	-5%	-4%	-9%	-2%	-1%
CC1CN(C)C(c2ccccc2)C(C)C12NC(=O)NC2=O (centres undefined)	-12%	4%	0	0%	-9%	-8%	1%	-20%	-5%	0%	-2%
Cc1nn(-c2ccc(F)cc2)c(-n2cccc2)c1C(=O)N1CCN(C(=O)c2ccco2)CC1	-4%	0%	-1	-5%	-8%	0%	-3%	-1%	-14%	0%	0%
O=C(O)CCn1cc(/C=C2\SC(=S)NC2=O)c(-c2ccccc2)n1	-3%	?	-1	-1%	47%	2%	-8%	1%	-14%	1%	1%
O=C(Nn1cc(C(=O)Nc2ccc(F)cc2F)c2ccccc2c1=O)c1cnccn1	?	-16%	1	-1%	11µM*	-34%	1%	5%	?	-24%	5%
Cc1ccc(NC(=O)COC(=O)[C@H](C)NC(N)=O)c(C)c1	4%	-1%	0	1%	-10%	2%	-8%	9%	-16%	-1%	0%
CC1(C(=O)OCC(=O)Nc2ccccc2Cl)CC1(Cl)Cl (centres undefined)	0%	?	19	?	18%	17%	5%	2%	3%	9%	-16%
O=CNC1CCCc2c1[nH]c1ccc(Cl)cc21 (centres undefined)	-1%	?	10	2%	10%	-13%	-4%	-11%	4%	-5%	?
CCOC(=O)CSc1nc2cccnc2n1C	-4%	-2%	0	-13%	2%	-26%	1%	-8%	5%	0%	-2%
Cc1cnc(C(=O)OCC(=O)N2C(C)CCCC2C)cn1 (centres undefined)	-5%	nt	nt	nt	nt	2%	nt	-2%	nt	-1%	3%
CC1(C)CC2CC(C)(CN2/C=C2/CCCCC2=O)C1 (centres undefined)	1%	1%	2	-1%	-16%	-29%	0%	0%	0%	0%	-4%
Cc1ccc(/C=N/NC(=O)c2cccc(NC(=O)c3ccccc3C)c2)o1	1%	?	-1	-1%	-2%	-3%	3%	5%	17%	0%	-1%
Cn1c(=O)c2c(ncn2CC(O)CNc2ccc(Br)cc2)n(C)c1=O (centres undefined)	?	3%[2.3 µM]	1	-2%	29%	-25%	-3%	-8%	1%	-8%	-1%
CC(=O)Nc1ccc(S(=O)(=O)N2CCN(S(=O)(=O)N3CCC(C)CC3)CC2)cc1	-10%	1%	0	-5%	-17%	2%	-1%	0%	-25%	-2%	1%
CC(C)CNS(=O)(=O)c1cc(C(=O)N2CC(C)OC(C)C2)c(Cl)cc1Cl (centres undefined)	3%	4%	0	-5%	-4%	-12%	-2%	4%	0%	2%	0%
CCN(Cc1ccccc1)C(=O)CSc1nncn1C	-3%	0%	2	-2%	-35%	-18%	-1%	4%	-1%	-3%	2%
CC(C)(C)OC(=O)N1CCC(c2c(C(=O)O)cnn2-c2ccc(Cl)cc2)CC1	3%	10%	1	2%	28%	-16%	-1%	12%	-3%	-4%	-11%
CC(=O)C1=C(O)C(=O)N(Cc2ccccc2)C1c1ccco1 (centres undefined)	2%	5%	2	-2%	-15%	1%	-1%	-19%	5%	3%	-4%

# Hits appear at their usual frequency. Share with any hit: about 15%.
